Screening results deposited in PubChem BioAssay by Broad Institute.
ARNT-TACC3 inh = disruptors of ARNT/TACC3 protein interaction, primary screen, biochemical, AlphaScreen, single concentration. hit rate 0.66% among 390,000. AID 623870, 2012. AlphaScreen His-ARNT PAS-B/GST-TACC3 binding, luminescence; TACC3 fragment carries E629A point mutation. inhibition, % at 9.99 µM. Transforming acidic coiled-coil-containing protein 3 (Homo sapiens), Q9Y6A5;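 active = mean inhibition of replicates at least 50% and at least half of replicates each reaching 50%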;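 also: 0% = complete ARNT plus TACC3 wells and 100% = ARNT alone without TACC3; many hits fall short of the cut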
RAD54 branch = inhibitors of human RAD54 branch migration, primary screen, biochemical, fluorescence, single point | hit rate 0.14% among 360,000 | RAD54 Holliday junction branch migration, FAM/BHQ fluorescence | inhibition, % at 10.4 µM | DNA repair and recombination protein RAD54-like (Homo sapiens), Q92698;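 active = mean normalized replicate activity at least 40 and at least half of replicates scoring 40 or more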;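 also: 0% = median of neutral control wells and 100% = median of positive control wells; inhibitors cause a drop in the FAM fluorescence signal; in these data hits start at about 50%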
ERp5 inh = inhibitors of ERp5-driven insulin aggregation, primary screen, biochemical, turbidity, absorbance 650 nm, single point. Protein disulfide-isomerase A6 (Homo sapiens), Q15084. 90 min. inhibition, % at 9.99 µM. hit rate 0.05% among 350,000. AID 651711, 2012;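 active = mean replicate inhibition above about 25%, with every replicate also reaching it, limit read from the data, passing the limit was not always enough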
Target sequence (Q15084 whole entry, looked up): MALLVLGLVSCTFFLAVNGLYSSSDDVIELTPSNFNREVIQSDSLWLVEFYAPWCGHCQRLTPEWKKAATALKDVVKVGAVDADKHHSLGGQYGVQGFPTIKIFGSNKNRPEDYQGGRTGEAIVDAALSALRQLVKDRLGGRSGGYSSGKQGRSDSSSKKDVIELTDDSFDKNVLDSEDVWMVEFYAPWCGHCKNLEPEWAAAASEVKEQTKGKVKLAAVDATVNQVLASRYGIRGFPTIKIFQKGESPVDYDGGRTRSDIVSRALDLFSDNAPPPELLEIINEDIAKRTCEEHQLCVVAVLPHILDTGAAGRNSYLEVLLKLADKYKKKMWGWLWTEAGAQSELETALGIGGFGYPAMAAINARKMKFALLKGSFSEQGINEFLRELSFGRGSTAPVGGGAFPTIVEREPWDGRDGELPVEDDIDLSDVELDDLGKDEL
esBAF inh = Bmi1 luciferase reporter increase in mESCs, primary screen, esBAF inhibitor project, mouse ES cells, Bmi1 luciferase knock-in, single point | 24 h; 100% = twice the neutral-well signal | hit rate 2% among 350,000 | reporter increase, % at 12.5 µM; in the data active = activation above about 40%;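 also: 0% = median of the plate's neutral control wells and 100% = double that signal; a rise in the Bmi1 reporter signal indicates esBAF inhibition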
Casp6 inh = human caspase-6 inhibitors, primary screen, biochemical, VEID-R110 fluorescence, single point, set 2. hit rate 0.53% among 350,000. purified caspase-6, Z-VEID-R110 cleavage fluorescence. inhibition, % at 12.5 µM;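 active = mean inhibition across replicates at least about 35%, with every replicate also reaching that limit, limit read from the data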;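 also: 0% = median of neutral control wells and 100% = no fluorescence left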
Target sequence (P55212 24-179 limits assumed): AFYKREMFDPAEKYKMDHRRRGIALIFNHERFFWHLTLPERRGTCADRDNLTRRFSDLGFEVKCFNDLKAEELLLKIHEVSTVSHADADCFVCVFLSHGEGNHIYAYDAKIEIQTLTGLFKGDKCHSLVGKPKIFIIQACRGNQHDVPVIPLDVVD
Target sequence (P55212 194-293 limits assumed): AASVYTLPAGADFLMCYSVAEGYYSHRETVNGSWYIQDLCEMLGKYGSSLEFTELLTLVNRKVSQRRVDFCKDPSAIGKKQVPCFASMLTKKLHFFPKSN
PglD DTNB = C. jejuni PglD acetyltransferase inhibitors, primary screen, biochemical, DTNB colorimetric, single point. purified PglD enzyme, DTNB colorimetric CoA detection. hit rate 0.098% among 360,000. inhibition, % at 12.5 µM. UDP-N-acetylbacillosamine N-acetyltransferase PglD (Campylobacter jejuni); in the data active = inhibition above about 16%, passing the limit was not always enough; also: strong numbers were not always called active
RAD52 anneal inh = RAD52 DNA annealing inhibitors, primary screen, biochemical, FRET, single point, set 2. AID 651710, 2012. hit rate 0.46% among 360,000. inhibition, % at 18.7 µM. recombinant RAD52 DNA annealing, FRET fluorescence;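 active = every replicate showing at least 50% inhibition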
E-selectin induc = E-selectin induction in HUVECs, primary screen, imaging, HUVEC, immunofluorescence imaging, single point | P16581 | hit rate 0.37% among 260,000 | normalized: neutral wells 0, TNF-alpha wells 100 | activation, % at 7.58 µM;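 active = mean E-selectin-positive cell signal at least 10% of the positive control, reached in at least 60% of replicates, without over 20% cell loss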;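 also: in these data hits start at about 27%; measured in HUVEC primary endothelial cells; signal is the percent of cells scored E-selectin positive by PE staining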
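Test system: HUVEC | Signal: Immunofluorescence imaging | Read-out: Percent E-selectin-positive cells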
* hit, by the source's call; · = no result given.

SMILES	ARNT-TACC3 inh	RAD54 branch	ERp5 inh	esBAF inh	Casp6 inh	PglD DTNB	RAD52 anneal inh	E-selectin induc
Cc1ccc(C)c(S(=O)(=O)N2CCCCC2CCNC(=O)C(=O)NCc2ccco2)c1 (centres undefined)	9	-5	-1	8	-7	-6	-16	4.6
Cc1ccccc1S(=O)(=O)N1C[C@@H](O)COC[C@H]2O[C@@H](CC(=O)O)CC[C@@H]21	-2	-2	2	0	-1	0	13	0.1
CCCN(C)C[C@H]1Oc2cc(C#Cc3ccccc3OC)ccc2S(=O)(=O)N([C@H](C)CO)C[C@H]1C	-2	4	1	-4	2	-1	1	-0.1
OCc1cn(-c2ccccc2)nc1-c1ccc(-c2nn(-c3ccccc3)cc2CO)cc1	7	3	·	-2	·	-1	·	·
O=C(c1[nH]ncc1-c1cccc(Br)c1)C1CO1 (centres undefined)	2	·	-2	·	-4	·	-13	0.9
COc1ccc(C2CC(c3c(-c4ccccc4)c4cc(Cl)ccc4[nH]c3=O)=NN2S(C)(=O)=O)cc1 (centres undefined)	-1	-6	·	-8	·	-3	·	·
O=C(CSC1=NS(=O)(=O)c2ccccc2N1)N1CCCCC1	-4	-9	1	-7	13	4	-37	-0.5
COC(=O)c1[nH]c2cccc(OC)c2c1NC(=O)CN(C)CC1OCCO1	-2	-6	·	-3	·	5	·	·
COc1ccc(NS(=O)(=O)c2cc(S(C)(=O)=O)ccc2C)cc1	3	·	-6	·	0	·	-6	-0.5
Cc1ccc(S(=O)(=O)N(C)C[C@@H]2Oc3c(NC(=O)C4CCOCC4)cccc3C(=O)N([C@H](C)CO)C[C@H]2C)cc1	-3	-5	0	0	3	4	1	-0.1
C/C=C/c1cccc(-c2nc(C(=O)NCc3ccccc3)cc3c2[C@H](CCO)N([S@@](=O)C(C)(C)C)C3)c1	7	-1	-5	-2	-2	-6	-10	4.2
O=C1N(CN2CCN(c3cccc(Cl)c3)CC2)c2ccccc2C12OCCCO2	6	2	·	-3	·	-7	·	·
CCn1nc(C)c(NC(=O)CC23CC4CC(CC(C4)C2)C3)c1C	1	·	1	·	-2	·	0	·
Cc1ccc2nc(NCCCN3CCOCC3)c(C=NCCCN3CCOCC3)c(=O)n2c1	8	33	·	5	·	-8	·	·
COCCCn1c(=O)c2sccc2n(Cc2cc(C(=O)OC)ccc2OC)c1=O	-1	0	1	-4	-1	8	-16	0.1
O=C(Cc1ccccc1)NNC1CC(=O)N(c2ccc(Cl)cc2)C1=O (centres undefined)	0	1	6	2	0	-5	-9	0.0
COC(=O)[C@]1(Cc2ccccc2)N[C@H](CN(C)C(=O)c2ccc(C(C)(C)C)cc2)[C@@H]2C(=O)N(Cc3ccccc3)C(=O)[C@@H]21	-1	-9	0	12	4	6	-24	-0.3
CCCC(=O)N1C[C@@H]2[C@H](c3ccccc31)[C@@H](CO)N2C(=O)Nc1ccccc1	-5	-3	-3	7	0	-1	-6	0.9
COCCNC(=O)C1CC(c2ccccc2C(F)(F)F)=NO1 (centres undefined)	-8	-12	8	2	0	5	-4	0.0
COc1ccc(-c2ccc([C@H]3[C@@H](CO)N4CCCCN(CC5CCOCC5)C[C@H]34)cc2)cc1	0	14	-6	-3	-1	2	21	-0.2
CCNc1nc(SCC(=O)Nc2ccc(Cl)c(Cl)c2)nc(N2CCOCC2)n1	-3	-3	-3	5	·	-1	-13	·
Cc1ccccc1-c1ccc([C@H]2[C@H]3CN(C(=O)c4ccncc4)CC(=O)N3[C@H]2CO)cc1	·	·	-5	·	2	·	-12	0.5
O=C(Nc1ccc(Cl)c(Cl)c1)Nc1cc(C(=O)N2CCOCC2)ccc1N1CCCCC1	5	-2	·	-4	·	-6	·	·
CS(=O)(=O)NCc1nnc(SCc2c(F)cccc2Cl)o1	-2	·	2	4	0	·	-10	2.2
COc1ccc(NC(=O)Nc2ccc3c(c2)CC(=O)N([C@H](C)CO)C[C@H](C)[C@H](CN(C)C(=O)Nc2c(C)noc2C)O3)cc1	·	-4	·	-2	·	2	·	0.3
O=C(COC(=O)c1ccc2ccccc2c1O)NCC(F)(F)F	0	10	7	5	-1	-3	-12	0.5
O=C(CSc1nc(-c2ccc(F)cc2)cc(C(F)(F)F)n1)NCc1cccs1	-5	8	·	5	·	-8	·	·
C[C@H]1CN([C@@H](C)CO)S(=O)(=O)c2ccc(-c3cncnc3)cc2O[C@@H]1CN(C)C(=O)Cc1ccccc1	0	-1	-2	11	5	3	5	-0.3
Cc1ccc(SCCCCN2C(=O)NC(C)(C)C2=O)cc1	-6	-8	·	8	·	-2	·	·
COc1ccc(C(=O)NC(=S)Nc2ccc(N3CCCC3)cc2)cc1	-6	·	0	·	1	·	-10	·

Continued, overlapping the part above by 2 compounds.
SMILES	ARNT-TACC3 inh	RAD54 branch	ERp5 inh	esBAF inh	Casp6 inh	PglD DTNB	RAD52 anneal inh	E-selectin induc
Cc1ccc(SCCCCN2C(=O)NC(C)(C)C2=O)cc1	-6	-8	·	8	·	-2	·	·
COc1ccc(C(=O)NC(=S)Nc2ccc(N3CCCC3)cc2)cc1	-6	·	0	·	1	·	-10	·
O=C(C1CCN(c2ncnc3c2sc2cccc(F)c23)CC1)N1CCOCC1	-3	9	-1	-5	-2	-4	-18	0.5
C/C=C/c1ccc([C@@H]2[C@@H](C#N)N(C(=O)CN3CCOCC3)[C@H]2CO)cc1	-5	-3	-3	-5	4	0	-6	-0.4
CCC(C)(C(=O)NC1CCCC1)N(C(=O)CNC(C)=O)c1ccccc1 (centres undefined)	0	-2	·	-9	·	1	·	·
CCCn1c(/C=C/c2cc[n+](C)cc2)nc2ccccc21	7	-8	3	1	-16	-5	-40	-0.1
CC(=O)N1CC=CC1(CC(C)C)C(=O)NCCc1c[nH]c2ccccc12 (centres undefined)	-3	3	5	9	-2	2	-11	0.0
COc1cc(C=O)ccc1Oc1nnnn1-c1ccccc1	12	·	-1	·	1	·	8	·
Cn1c2ccccc2c(=O)c2c(=O)n(-c3ccc(F)cc3)c(-c3cccs3)nc21	-3	·	1	·	-2	·	4	-0.1
CC(=O)Nc1ccc(/C=C(\C#N)C(=O)NC2CCCCC2)cc1	18	·	-12	·	-2	·	-49	-0.1
Cn1c(CCNC(=O)C2CCCCC2)nc2cc([N+](=O)[O-])ccc21	2	·	3	·	5	·	-19	-2.1
COC(=O)C1=C(C)N(C)C(=NCc2ccccc2)NC1c1ccccc1 (centres undefined)	·	·	-1	·	-2	·	-9	0.0
CC(NC(=O)COC(=O)CCc1nc(=O)c2ccccc2n1C)c1ccccc1 (centres undefined)	-7	·	7	·	-1	·	-8	·
Nc1ncnc(N(c2ccccc2)C2CCCCC2)c1[N+](=O)[O-]	4	21	·	-6	·	-1	·	·
CCN(CC)c1ccc(NC(=O)c2cnccn2)cc1S(=O)(=O)Nc1ccc(OC)cc1	-1	-13	·	·	·	-3	·	0.4
COc1ccc(Nc2sc(C(=O)c3ccc(Cl)cc3)c(N)c2C(=O)Nc2ccccc2OC)cc1	-21	-14	·	-21	·	-5	·	·
CO[C@H](CN(C)S(=O)(=O)c1ccc(Cl)cc1)[C@@H](C)CN(C(=O)Nc1ccccc1F)[C@@H](C)CO	6	4	1	3	-1	-3	19	0.2
O=C(Nc1nc2ccccc2n1CCN1CCOCC1)c1ccc(Cn2cc([N+](=O)[O-])cn2)o1	-7	24	11	-3	0	0	2	0.1
COc1ccc([N+](=O)[O-])cc1NC(=O)C1CCCNC1=O (centres undefined)	-24	3	0	-4	-4	-1	-7	0.1
C[C@@H]1CN([C@@H](C)CO)C(=O)c2cccc(N(C)C)c2O[C@H]1CN(C)C(=O)Nc1ccc(F)cc1	-7	1	9	-3	-4	0	-7	-0.1
COc1ccc(-c2csc(Nc3cccc(C)n3)n2)cc1OC	·	9	0	87*	2	3	-8	·
O=C(Nc1cccc(S(=O)(=O)N2CCOCC2)c1)C1CC1	-28	-4	·	-6	2	-2	-5	0.0

An excerpt of these results, with values under each structure:
Sequence of screens: ARNT-TACC3 inh	RAD54 branch	ERp5 inh	esBAF inh	Casp6 inh	PglD DTNB	RAD52 anneal inh	E-selectin induc
CC(=O)N1CC=CC1(CC(C)C)C(=O)NCCc1c[nH]c2ccccc12 (centres undefined)
  -3	3	5	9	-2	2	-11	0.0
COc1cc(C=O)ccc1Oc1nnnn1-c1ccccc1
  12	·	-1	·	1	·	8	·

Later entries.
SMILES	ARNT-TACC3 inh	RAD54 branch	ERp5 inh	esBAF inh	Casp6 inh	PglD DTNB	RAD52 anneal inh	E-selectin induc
Cc1ccc(COC(=O)c2cc(S(=O)(=O)N3CCCCC3)ccc2N2CCOCC2)cc1	0	·	5	-29	2	·	-9	-0.1
O=[N+]([O-])c1ccc(CSc2ccc(-c3ccccn3)nn2)cc1	26	·	-3	27	1	·	6	-0.2
CN(C)C(=O)c1ccc(NC(=O)COC(=O)c2cc(S(=O)(=O)N(C)C)ccc2N2CCCC2)cc1	1	5	3	3	-1	3	1	-2.5
O=C(Nc1ccccc1F)N1CC(=O)N2[C@H](C1)[C@@H](c1ccc(C#Cc3ccc(F)cc3)cc1)[C@@H]2CO	·	·	1	·	-2	·	-15	0.2
O=C(CC1CC1)N1CC2(C1)[C@H](c1ccccc1)[C@@H](CO)N2S(=O)(=O)Cc1ccccc1	·	·	0	·	0	·	-29	0.1
COc1ccc(-c2ccc([C@H]3[C@@H](CO)N4C(=O)CN(C(=O)C5CCOCC5)C[C@@H]34)cc2)cc1	·	·	0	·	1	·	6	0.2
COc1ccc2nc(C)c3cc(C)oc3c2c1	-18	-7	·	-8	·	-5	·	·
COC(=O)CCC(=O)OC1(C)C(=O)C2=CN(Cc3ccccc3)C(c3ccc(OC)cc3)=CC2=C(Br)C1=O (centres undefined)	0	7	4	0	3	10	-13	5.7
Cc1ccc(-c2ccc3c(c2)O[C@@H](CN(C)C)[C@@H](C)CN([C@H](C)CO)S3(=O)=O)cc1	-15	-2	4	-3	-1	1	12	0.0
O=C(Nc1ccc2c(c1)[C@@H]1C[C@@H](CC(=O)N3CCc4ccccc4C3)O[C@H](CO)[C@@H]1O2)NC1CCCC1	-12	7	0	8	2	3	-10	-0.1
CCn1cc(C(=O)O)c(=O)c2cc(S(=O)(=O)N(C)C)ccc21	6	2	·	5	·	-2	·	·
CCCOc1ccc(C2/C(=C(/O)c3ccccc3)C(=O)C(=O)N2CCCN(C)C)cc1OC (centres undefined)	-4	2	·	0	·	-6	·	·
CCS(=O)(=O)N1CCC(C(=O)NCCC2=CCCCC2)CC1	-1	0	-1	7	-3	0	-18	·
CSc1ccccc1NC(=S)Nc1ccccc1C(F)(F)F	-2	-9	·	0	·	6	·	·
Cc1ccc(C(CCN(Cc2ccccc2)C(=O)c2ccco2)c2ccco2)cc1 (centres undefined)	·	·	-2	2	-1	·	-105	4.9
Cc1ccccc1-c1nc(NCC2CC2)nc2ccsc12	·	-3	4	4	2	0	-89	0.0
CCC[N+]1(CC#CC2(O)CCCCC2)CCOCC1	-1	·	-8	·	1	·	-20	·
COc1ccc(C=O)cc1Cn1ccnc1	0	-1	1	·	0	-3	2	2.8
Nc1c(C(=O)NCc2cccs2)nnn1CC(=O)Nc1cccc(Cl)c1	-3	·	6	·	-1	·	-22	·
NCC[C@@H]1CC[C@@H](NC(=O)Cc2ccncc2)[C@@H](CO)O1	-2	3	1	3	1	-2	-4	0.2
Cc1cc2cccc(C)c2nc1SCC(=O)NNC(=O)c1ccco1	1	-4	5	-6	·	·	-7	0.1

Records listed so far that bear a hit mark in esBAF inh.
SMILES	ARNT-TACC3 inh	ERp5 inh	esBAF inh	Casp6 inh	PglD DTNB	RAD52 anneal inh
COc1ccc(-c2csc(Nc3cccc(C)n3)n2)cc1OC	·	0	87*	2	3	-8
